From PubChem
hgDAF12 agonist: agonists of H. glycines DAF-12 nuclear receptor | HEK293 GAL4-hgDAF12 UAS-luciferase reporter, agonist luminescence; normalized to butyrate control | activation, % at 6.8 µM | actives 1.8% (n = 370,000) | AID 687014;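 active = activation above a cutoff set at the mean of all screened compounds plus 3 SD, cut at about 10% in these data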;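 also: 0% = DMSO wells and 100% = sodium butyrate wells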
ssDAF12 agonist: activates DAF-12 receptor from parasite S. stercoralis. activation, % at 6.8 µM. AID 652126. actives 1% (n = 370,000). HEK293 ssDAF-12/GRIP1 lit1-tk-luc reporter, luminescence; % of 3 µM dafachronic acid response;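 active = activation above the mean over all tested compounds plus 3 SD, cut at about 0.9% in these data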;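 also: 0% = DMSO-only wells and 100% = 3 µM delta7-dafachronic acid wells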
hcDAF-12 act: H. contortus DAF-12 activation, primary screen; actives 1.4% (n = 370,000); HEK293 hcDAF-12 lit1-tk-luc reporter, luminescence; 0% DMSO, 100% Δ7-dafachronic acid; activation, % at 6.8 µM;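 active = activation above the mean of all tested compounds plus 3 SD, cut at about 5.5% in these data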;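 also: 100% = response to 3 µM Δ7-dafachronic acid high control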
DAX1 inh-1: blocks DAX1 repression of SF-1 activated StAR promoter. AID 652010. actives 1.1% (n = 370,000). inhibition, % at 6.8 µM. HEK293T StAR-luciferase reporter, SF-1/DAX-1 repression relief;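 active = inhibition above the mean over all tested compounds plus 3 SD, cut at about 3.6% in these data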;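 also: 0% = DAX-1 cells with DMSO and 100% = cells lacking DAX-1 with DMSO; higher inhibition means more luminescence from relief of DAX-1 repression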
DAX1 inh-2: inhibits human nuclear receptor DAX1. HEK293 Gal4-DAX1 luciferase reporter, luminescence. AID 504766. actives 0.99% (n = 340,000). inhibition, % at 6.75 µM. P51843;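 active = inhibition above the mean over all tested compounds plus 3 SD, cut at about 4.2% in these data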;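 also: 0% = DAX1-transfected cells with DMSO and 100% = empty-vector control cells with DMSO; inhibition shows as a rise in luminescence from relieved DAX1 repression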
Target sequence (P51843 207-470 limits assumed): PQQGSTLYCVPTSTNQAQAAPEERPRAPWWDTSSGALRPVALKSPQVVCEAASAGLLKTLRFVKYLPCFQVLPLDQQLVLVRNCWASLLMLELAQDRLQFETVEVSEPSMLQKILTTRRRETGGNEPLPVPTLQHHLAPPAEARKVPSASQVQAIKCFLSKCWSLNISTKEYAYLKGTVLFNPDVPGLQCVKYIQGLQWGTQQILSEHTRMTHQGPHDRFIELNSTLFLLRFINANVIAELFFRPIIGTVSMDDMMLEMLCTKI
PLC-gamma1 inh: PLC-gamma1 (human) inhibition, primary screen; P19174; purified PLC-gamma1, fluorogenic substrate, fluorescence; inhibition, % at 12.2 µM; actives 0.84% (n = 370,000); AID 720700; in the data active = inhibition above about 9.5%
FXN GAA850 act: activators of GAA850 frataxin (FXN) promoter; HEK293 lucGAA850 FXN promoter luciferase reporter, 24 h; percent of 10 µM SAHA response; actives 0.56% (n = 360,000); activation, % at 6 µM; AID 540364;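 active = activation above the average of all compounds screened plus 3 SD, cutoff fixed separately per campaign, cut at about 7.5% in these data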;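 also: 0% = DMSO wells and 100% = 10 µM SAHA wells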
HGIII-sPLA2 inh: Blocks human group III sPLA2 activity. actives 0.56% (n = 370,000). inhibition, % at 12.2 µM. AID 743126. QFRET BODIPY PC-A2 liposome hydrolysis, fluorescence;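 active = inhibition above mean plus 3 SD of compounds lying within the high and low control bounds, cut at about 19% in these data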;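 also: 0% = median of test compound wells and 100% = no enzyme DMSO wells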
PLCb3 inh: inhibitors of human phospholipase C beta3; Q01970; Purified PLC-beta3, fluorogenic substrate, fluorescence; inhibition, % at 12.2 µM; actives 0.18% (n = 370,000); AID 720704; in the data active = inhibition above about 11%;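 also: 0% = median of compound wells on plate and 100% = full blocker control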
ADAM10 inh: inhibitors of human ADAM10. actives 0.62% (n = 370,000). recombinant ADAM10, EDANS/DABCYL FRET peptide cleavage, 3 h. O14672. inhibition, % at 7 µM;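 active = inhibition above a per-campaign cutoff equal to the mean of compounds falling between control-based bounds plus 3 SD, cut at about 20% in these data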;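 also: 0% = DMSO wells while the 100% control is not disclosed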
ADAM17 inh: inhibits human ADAM17 | recombinant ADAM17, EDANS/DABCYL FRET peptide cleavage | inhibition, % at 6.95 µM | AID 720648 | actives 0.83% (n = 370,000);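 active = inhibition above the mean of compounds lying between control limits plus 3 SD, set per campaign, cut at about 8.5% in these data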;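 also: 0% = DMSO-only wells as the low control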
Target sequence (P78536 215-824 limits assumed): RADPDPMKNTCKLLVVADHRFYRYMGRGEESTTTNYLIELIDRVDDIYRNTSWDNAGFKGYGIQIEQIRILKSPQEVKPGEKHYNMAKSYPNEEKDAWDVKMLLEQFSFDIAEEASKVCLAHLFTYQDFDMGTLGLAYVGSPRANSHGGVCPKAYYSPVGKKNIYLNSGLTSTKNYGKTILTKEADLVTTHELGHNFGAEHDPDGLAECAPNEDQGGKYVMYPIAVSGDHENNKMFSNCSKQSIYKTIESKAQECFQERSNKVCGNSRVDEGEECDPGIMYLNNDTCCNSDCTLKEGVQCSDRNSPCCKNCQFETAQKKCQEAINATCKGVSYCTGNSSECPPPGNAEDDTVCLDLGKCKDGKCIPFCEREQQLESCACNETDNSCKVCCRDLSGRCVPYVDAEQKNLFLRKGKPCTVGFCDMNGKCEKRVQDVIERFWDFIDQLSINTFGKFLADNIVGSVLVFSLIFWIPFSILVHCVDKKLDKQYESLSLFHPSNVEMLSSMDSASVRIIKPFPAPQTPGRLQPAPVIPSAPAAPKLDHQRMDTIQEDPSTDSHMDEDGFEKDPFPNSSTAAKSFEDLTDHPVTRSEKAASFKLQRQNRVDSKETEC
Numbers without * were called inactive; i = inactive; . = not tested or not shown.

Compound,hgDAF12 agonist,ssDAF12 agonist,hcDAF-12 act,DAX1 inh-1,DAX1 inh-2,PLC-gamma1 inh,FXN GAA850 act,HGIII-sPLA2 inh,PLCb3 inh,ADAM10 inh,ADAM17 inh
COc1ccc(NC(=O)Nc2cccc3c2O[C@H](CN(C)C(=O)Nc2ccc4c(c2)OCO4)[C@@H](C)CN([C@H](C)CO)C3=O)cc1,-2.2,-1.3,-1.2,-0.5,-1.5,-1,-3.9,-9,-10,5,-1
CN(Cc1ccccc1)c1cc2c(c3c1ccn3C)C1CCC2C1 (stereo unspecified),-2.2,-0.9,0.4,-1.6,.,-11,.,-2,-16,-10,-3
COc1cc(/C=N/NC(=O)c2c(C)nnn2-c2nonc2N)ccc1O,-2.4,-0.5,-0.4,-0.2,-0.6,-22,-0.5,-2,-2,6,-3
CCCc1cc(=O)[nH]c(SCC(=O)Nc2oc(C)c3c(C)n[nH]c(=O)c23)n1,-0.5,-0.5,0.7,0.1,-0.7,3,-1.0,6,-12,-4,-8
CN(C)C(=O)CCc1ccc2c3c([nH]c2c1)[C@]1(CCC2CCCC2)[C@@H](C(=O)N2CCOCC2)C[C@H](CC(=O)NCCN2CCOCC2)C(=O)N1CC3,0.9,-0.8,0.2,2.5,0.3,1,-1.8,-3,-1,4,-2
Cc1sc2nc3n(c(=O)c2c1C)NC(=O)CC3,-1.9,-1.3,-0.8,-0.1,-0.3,-4,1.4,3,-3,2,-5
Cc1ccc(C(=O)N/N=C2\CCc3ccccc32)c(C)c1,15*,-0.1,0.2,1.9,1.6,2,2.4,1,4,8,1
COc1ccc(-c2c(C)nn(-c3ccccc3)c2NC(C)=O)cc1OC,-0.2,-1.3,0.4,0.4,0.4,5,0.2,9,-1,12,6
O=C(O)c1ccc2c(c1)C(=O)N(c1ncccn1)C2=O,0.9,-1.0,-1.5,-0.4,-0.5,1,1.6,8,-1,-5,-2
O=C(CCn1ccnc1)Nc1cc(Cl)ccc1O,1.3,-0.7,-0.3,0.4,-1.0,3,2.5,0,-12,-5,-6
Cc1ccc2nc(NC(=S)NC(=O)c3ccc(OC(C)C)cc3)sc2c1,1.0,-1.3,-0.6,-0.1,0.5,-1,1.4,10,-7,1,-7
COc1ccc(OCCCC(=O)Nc2ccc(OC)c(S(=O)(=O)N3CCOCC3)c2)cc1,-1.9,-1.1,-0.7,-2.1,-1.4,-3,1.3,0,-5,-2,-2
O=C(COC(=O)COc1ccccc1F)Nc1cccc(S(=O)(=O)N2CCCCC2)c1,0.3,-1.1,-1.4,-1.7,1.2,2,1.9,-1,-6,-12,-2
CC(=O)c1c(N=CN(C)C)nc(C)nc1-c1ccccc1,-2.5,-0.8,-1.5,0.2,-0.5,-1,2.2,2,0,6,-5
O=C(NCc1ccccc1)c1ccc(Br)o1,-0.8,-1.0,-0.3,-0.3,-0.2,0,1.8,-4,4,6,-1
CN1C(=O)/C(=C/C=C2/CCCN2C)N(C)C1=S,-2.3,-1.3,-0.6,-0.2,0.1,-3,2.8,2,-2,0,-4
COc1cc(COc2ccc3c(C)c(Cc4ccccc4)c(=O)oc3c2C)cc(OC)c1OC,-1.8,-1.6,-1.5,0.3,0.3,0,-2.3,4,3,0,-3
COc1ccc(/C=N/NC(=S)Nc2ccccc2)cc1COc1ccc(Br)cc1,1.5,-0.5,1.5,-0.3,4.2,-5,2.6,-8,-17,9,1
COc1ccc(S(=O)(=O)N(CC(=O)N/N=C/c2cccs2)c2cc(C)cc(C)c2)cc1OC,-0.9,-1.6,-3.3,0.6,-1.3,1,-2.1,-30,-1,-2,4
Cc1ccc(-n2c(C)nn(-c3ncc(C(F)(F)F)cc3Cl)c2=O)cc1,-0.8,-0.2,-0.8,-1.0,0.3,6,3.6,7,4,1,3
CCCCNC(=O)O[C@@H]1C[C@H]2CCC(=O)N3CC[C@@H](C1)[C@@H]23,-1.3,-1.3,-1.0,-0.4,1.6,0,0.4,9,0,-5,-2
O=C(Nc1cccc([N+](=O)[O-])c1)C1C2/C=C\CCCCC21 (stereo unspecified),-2.2,-1.5,-1.5,-0.7,3.9,4,0.9,2,1,3,2
Cc1ccc(S(=O)(=O)NCC2CCN(C(=O)C(=O)c3cc4ccccc4o3)CC2)cc1,-1.6,-0.1,0.3,1.2,.,0,.,-19,4,3,2
CCOc1ccccc1NC(=O)Cn1c(=O)sc2ccccc21,0.9,-1.6,1.2,-0.6,-0.1,3,3.1,0,-4,3,-4
CCCOc1ccc(C(=O)OCC(=O)c2c(N)n(C)c(=O)n(C)c2=O)cc1OCC,-0.5,-1.3,-1.5,-0.7,2.1,1,2.2,-4,0,1,-1
CN1C(=O)Cc2cc(S(=O)(=O)N3CCN(c4cccc(Cl)c4)CC3)ccc21,1.6,-0.6,1.5,-0.2,-0.6,9,-0.5,-1,-4,17,0
CCc1nccn1S(=O)(=O)c1cc(C)c(OC)cc1C,0.7,-0.9,-0.8,-0.5,0.8,0,-1.4,9,4,12,-2
O=[N+]([O-])c1ccc(OCCCN2CCC(C(O)(c3ccccc3)c3ccccc3)CC2)c(Cl)c1,-1.1,-1.5,-2.0,1.2,.,4,.,-14,3,9,7
CCN(CC)S(=O)(=O)c1ccc(Cc2ncc(C(F)(F)F)cc2Cl)s1,0.5,-1.2,-1.9,0.3,-0.1,-1,3.8,-32,-1,1,3
CCCC(=O)Nc1nnc(SCC(=O)NCc2ccco2)s1,-0.2,-0.5,-0.1,0.6,-2.4,-3,2.7,-3,1,-4,-1
COc1ccc(NC(=O)CO/N=C(\C)c2cccs2)cc1,-0.5,-0.1,-2.7,0.3,0.8,-1,-0.4,7,-4,-3,-4
CC(C)(C)c1ccc(S(=O)(=O)N2CCCC(C(=O)N3CCN(Cc4ccccc4)CC3)C2)cc1 (stereo unspecified),-1.6,-1.9,-3.2,-2.8,.,2,.,-7,3,19,3
C=CCN1C(=O)C2C(C(=O)NC3CCCCC3)C3C=CC2(O3)C1C(=O)NC1CCCC1 (stereo unspecified),-2.0,-1.0,-1.3,0.2,0.9,1,-0.2,-1,3,-3,-3
CC(C)OCCCNC(=O)CCc1nc(-c2ccccc2)no1,-1.5,-0.7,-1.4,0.2,-0.5,2,-3.2,-3,1,-4,-4
CCC(/C=N/NC(=O)C(N)=O)CC,-1.2,-1.1,-1.0,-0.1,1.5,3,2.0,5,-1,4,7
C#CCOc1ccc(/C=C2/C(=O)ON=C2C)cc1Br,-1.5,-1.2,1.6,-0.3,-0.2,1,1.4,-2,-4,-2,0
Cc1cccc(C)c1NC(=O)CN(C)C(=O)CCC(=O)c1ccccc1,-1.5,-0.5,-0.9,-0.2,0.8,2,-0.3,2,2,-7,-4
O=c1[nH]c(N/N=C/c2ccc(O)cc2)nc2ccccc12,8.8,0.7,1.4,1.8,1.5,-365,2.9,-6,-405,i,-334
O=C(Cc1ccccc1)NC1CCCCN(Cc2ccc(Cl)cc2)C1=O (stereo unspecified),-2.6,-1.3,0.3,0.1,.,3,.,0,9,6,6
CC(C)CCN1CCN(Cc2ccon2)CC1CCO (stereo unspecified),2.5,-1.0,1.6,-0.1,0.0,-2,2.1,4,-5,2,-3
C=CCNC(=O)c1ccc2c(c1)N(CC)C(=O)c1ccccc1S2,-3.1,-0.9,-1.4,-0.3,-1.6,2,0.9,-3,-8,7,0
COc1ccc(N(C(=O)c2ccn[nH]2)C(C(=O)NC2CCCC2)c2ccc(F)cc2)cc1 (stereo unspecified),-2.3,-1.7,-2.0,-0.1,-0.2,1,-1.0,-8,-5,6,1
CN(C(=O)CCCN1CCCC1=O)C1CCCN(Cc2ccccc2F)C1 (stereo unspecified),-1.4,-0.9,-0.3,0.6,1.1,1,0.1,7,-8,-2,-3
O=C(O)C1(Nc2ccc(Br)cc2)CCCC1,-1.3,-0.8,-0.8,0.1,0.1,-2,0.8,15,-3,-2,-8
Cc1cc(C)n(-c2cccc(Cl)c2)c(=O)c1C#N,-1.9,-1.3,-1.5,-0.5,-0.1,3,0.3,2,4,-13,-5
CCC1S/C(=N/S(=O)(=O)c2ccc(N)cc2)NC1=O (stereo unspecified),-0.8,-0.2,0.0,1.1,0.1,4,-0.5,3,2,6,2
Cc1cc(C)nc(SCc2nnc(SCC(=O)Nc3nccs3)n2C)n1,-0.8,-1.1,-0.9,0.0,0.0,-1,0.7,-5,3,1,-2
Cc1ccc(C(=O)N2CCC(n3nccc3NC(=O)Nc3cccc(F)c3)CC2)cn1,2.1,-1.0,-0.1,0.4,1.0,1,-1.6,1,-2,-2,3
O=C1Nc2ccc(Br)cc2C12OCCO2,-1.3,-1.0,-0.7,0.5,-0.1,2,-2.1,-2,-2,0,0
Cc1cccc(C)c1NC(=O)C(c1ccncc1)N1CCN(CCN(C)C)CC1 (stereo unspecified),-0.9,-0.9,0.6,-0.3,.,-1,.,0,0,-16,-7
O=C(Nc1cccc2ccccc12)NC1CCS(=O)(=O)C1 (stereo unspecified),-2.0,-1.4,-1.0,0.1,0.7,-4,-0.6,2,-2,-15,-4
CC(C)CCN1CCN(C/C=C/c2ccco2)CC1CCO (stereo unspecified),-0.1,-1.9,-1.3,-0.6,0.1,-6,2.0,-5,-8,-11,-7
CC(C)N(Cc1ccccc1)C(=O)C1CCN(c2ncnc3c2nc2n3CCCCC2)CC1,-3.5,-1.8,-3.5,0.1,-0.3,1,1.0,-10,-35,-2,-2
COCCn1cc(C(=O)NCCCOC(C)C)c2c3ccccc3n(C)c2c1=O,-1.6,-1.1,-3.0,-0.5,0.4,-19,1.6,2,-27,-257,-105
Cc1ccc(C)c(CS(=O)(=O)c2cn(CC(=O)N3CCCCC3)c3ccccc23)c1,-0.9,-0.8,2.6,-0.1,0.8,0,-0.5,-4,1,-1,0
COC(=O)/C=C1\C(=O)N(c2nc3ccccc3s2)C(=S)N1c1ccc(F)cc1,-0.3,-1.1,-1.3,-0.8,-0.3,-1,1.2,-1,1,-6,4
COc1ccc(S[C@]2(C(=O)N3CCCC3)CC(=O)N(c3ccccc3OC)[C@@H]2c2ccc(OC)cc2)cc1,1.7,-0.9,-0.7,-1.2,.,4,.,-10,2,9,7
COc1ccc(CN2CCC[C@]3(N[C@H](c4ccc(C(F)(F)F)cc4)[C@@H]4C(=O)N(Cc5ccccc5)C(=O)[C@@H]43)C2=O)cc1,-2.2,-1.4,0.5,0.0,0.6,1,-5.8,-8,5,15,6
COc1ccc(CCCNC(=O)C2CCC(=O)N(CC3CCCCC3)C2)cc1 (stereo unspecified),-1.8,-1.7,0.0,-3.5,-0.5,4,2.0,-7,-3,6,-5

No enrichment for hits (roughly 6.9% active in at least one column).
